High-throughput results from PubChem BioAssay.
CAL PDZ FP-1: untagged CAL PDZ binding inhibitors, primary screen, biochemical, fluorescence polarization, HTS; AID 602252, 2012; actives 0.92% (n = 300,000); Golgi-associated PDZ and coiled-coil motif-containing protein (Homo sapiens), Q9HD26; purified CAL PDZ, TMR-peptide fluorescence polarization, 1 h; inhibition, % at 24.9 µM;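 active = mean inhibition of at least 30% with at least half of replicates also reaching 30%; inconclusive = no clear call, values can overlap the other calls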;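 also: 0% = DMSO neutral control and 100% = excess unlabeled competitor peptide PRC23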
SR-BI DiI inh: inhibitors of SR-BI mediated HDL lipid uptake, primary screen, ldlA[mSR-BI] cells, fluorescence, single point; Scavenger receptor class B member 1 (Mus musculus), Q61009; ldlA[mSR-BI] CHO cells, DiI-HDL uptake fluorescence, 3 h; inhibition, % at 12.5 µM; actives 0.96% (n = 320,000); AID 488896, 2010;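 active = mean replicate inhibition of at least 70% and a set share of replicates each scoring 70 or more; inconclusive = meets just one of the two criteria; inactive = fails both criteria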;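 also: 0% = median of neutral control wells and 100% = median of positive control wells; values of inactives mirror those of a sister screen read the other way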
Target sequence (Q61009 whole entry, looked up): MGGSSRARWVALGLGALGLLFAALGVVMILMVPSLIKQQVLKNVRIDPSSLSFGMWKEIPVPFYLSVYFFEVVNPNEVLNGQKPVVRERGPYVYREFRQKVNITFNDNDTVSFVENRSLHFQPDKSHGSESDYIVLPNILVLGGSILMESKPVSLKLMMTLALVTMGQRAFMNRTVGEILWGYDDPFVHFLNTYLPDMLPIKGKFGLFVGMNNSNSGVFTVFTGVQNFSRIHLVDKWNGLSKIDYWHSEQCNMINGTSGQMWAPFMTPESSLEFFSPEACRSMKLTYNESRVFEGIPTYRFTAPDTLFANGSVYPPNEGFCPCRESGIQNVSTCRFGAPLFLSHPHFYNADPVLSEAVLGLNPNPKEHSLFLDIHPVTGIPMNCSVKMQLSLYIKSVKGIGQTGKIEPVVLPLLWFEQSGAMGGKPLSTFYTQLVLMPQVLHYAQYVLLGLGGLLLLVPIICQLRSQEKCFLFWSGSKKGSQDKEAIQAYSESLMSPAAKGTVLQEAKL
Rtt109 HAT inh: inhibitors of C. albicans Rtt109/Vps75 HAT, primary screen, biochemical, ThioGlo CoA-SH fluorescence, plate reader; actives 0.16% (n = 330,000); purified Rtt109/Vps75, 4 h; inhibition, % at 34.9 µM; AID 540336, 2011; Histone acetyltransferase RTT109 (Candida albicans (strain SC5314 / ATCC MYA-2876)), …;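 active = inhibition of at least 50% in every replicate; inconclusive = best replicate reaches 50% inhibition but some replicates fall short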
MITF TRPM1 HTS: activators of MITF-driven TRPM1 promoter reporter, primary screen, cell-based, SK-MEL-5, luciferase, single point. activation, % at 12.5 µM. actives 0.75% (n = 300,000). SK-MEL-5 TRPM1-promoter luciferase, 24 h; % of positive control, neutral wells = 0;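 active = mean activation of at least 80% with every replicate also reaching 80%; inconclusive = mean reaches 80% but some replicate falls short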;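 also: 0% = neutral control wells and 100% = parthenolide positive control wells; values of inactives mirror those of a sister screen read the other way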
SR-BI uptake up: activators of SR-BI mediated DiI-HDL uptake, primary screen, ldlA[mSR-BI] CHO cells, DiI fluorescence; 3 h; 100 = double the neutral-control signal; activation, % at 12.5 µM; actives 0.096% (n = 320,000); AID 504775, 2011;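 active = mean replicate activation of at least 60% and every replicate at or above 60%; inconclusive = mean or all-replicate condition met, but not both; inactive = mean below 60% and not all replicates reaching 60%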;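 also: 0% = median plate neutral-control signal and 100% = twice that signal; values of inactives mirror those of a sister screen read the other way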
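Assay system: LDL receptor-deficient CHO ldlA cells overexpressing murine SR-BI / Medium: BSA-supplemented, HEPES-buffered Ham's F12, pH 7.4 / Probe or stimulus: DiI-labelled HDL at 10 µg/mL final / Timing: compound with DiI-HDL co-incubation, 3 h at 37 °C / Technique: bottom-read cell fluorescence after medium removal, ex 550/em 595 nm / Measure: HDL uptake via cellular fluorescence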
CAL PDZ FP-2: CAL PDZ peptide-binding inhibitors, primary screen, biochemical, fluorescence polarization, Cer-tagged CAL PDZ, HTS. Golgi-associated PDZ and coiled-coil motif-containing protein (Homo sapiens), Q9HD26. purified CAL PDZ, TMR-peptide fluorescence polarization, 1 h. inhibition, % at 20 µM. actives 0.02% (n = 330,000). AID 504414, 2011;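 active = highest replicate inhibition of at least 40%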;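 also: plate controls were DMSO neutral control wells for no effect and unlabeled competitor peptide control wells for full effect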
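Control set: unlabelled peptide and DMSO controls / Material: purified CerCALP PDZ construct / Timing: 1 h incubation at room temperature before polarization reading / Doses: 20 µM, one dose / Detection: fluorescence polarization (mP)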
PfHsp90 yeast 2: growth inhibition of PfHsp90-expressing yeast, primary screen, antimalarial PfHsp90 inhibitor project, S. cerevisiae, BacTiter-Glo luminescence, single point, set 2. inhibition, % at 9.4 µM. actives 0.32% (n = 310,000). BacTiter-Glo ATP, 48 h; yeast lacking PDR1 and PDR3 efflux regulators. AID 504621, 2011;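 active = every replicate shows inhibition above about 80%, whatever the replicate mean, limit read from the data; inconclusive = mean inhibition reaches the set limit but some replicate falls short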;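 also: 0% = DMSO neutral controls and 100% = 20 µM radicicol positive controls; yeast relying on Plasmodium falciparum Hsp90 in place of its own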
PvdQ inh: P. aeruginosa PvdQ acylase inhibitors, primary screen, biochemical, fluorescence, plate reader and imaging, single point; purified PvdQ acylase; AID 488965, 2010; actives 0.063% (n = 340,000); PvdQ acylase [Pseudomonas aeruginosa LESB58]; inhibition, % at 10 µM; in the data active = inhibition above about 30%, passing the limit was not always enough; inconclusive = no clear call, values can overlap the other calls;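 also: 0% = vehicle neutral wells and 100% = reference inhibitor wells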
dFosB activator: activators of delta FosB homodimer, primary screen, biochemical, fluorescence polarization, TAMRA-CDK5 oligo, single point. purified delta FosB; percent of positive-control signal above neutral wells. actives 0.99% (n = 340,000). activation, % at 25 µM. Protein FosB (Mus musculus), P13346;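 active = mean activation above about 17%, with every replicate also reaching it, limit read from the data, passing the limit was not always enough; inconclusive = only one of the two conditions met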;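 also: fluorescence polarization rise as delta FosB binds a TAMRA Cdk5 AP-1 oligo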
Target sequence (P13346 whole entry, looked up): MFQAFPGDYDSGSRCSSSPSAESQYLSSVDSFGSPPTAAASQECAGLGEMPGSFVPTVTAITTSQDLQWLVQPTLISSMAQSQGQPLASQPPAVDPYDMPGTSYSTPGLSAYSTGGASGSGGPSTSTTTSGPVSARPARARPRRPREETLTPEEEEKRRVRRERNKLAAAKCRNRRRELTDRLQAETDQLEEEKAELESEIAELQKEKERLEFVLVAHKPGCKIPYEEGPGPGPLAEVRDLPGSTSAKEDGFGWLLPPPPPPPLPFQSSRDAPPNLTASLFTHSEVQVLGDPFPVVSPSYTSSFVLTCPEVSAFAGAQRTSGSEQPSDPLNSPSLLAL
NSD2 inh: NSD2 histone methyltransferase inhibitors, primary screen, biochemical, AlphaScreen, single concentration, set 2; Histone-lysine N-methyltransferase NSD2 (Homo sapiens), O96028; NSD2 peptide methylation, 120 min; inhibition, % at 12.5 µM; actives 0.54% (n = 310,000); AID 743445, 2014; in the data active = inhibition above about 50%
Numbers without * were called inactive; ? = inconclusive; / = not tested or not shown. No enrichment for hits, and some 4.3% of all compounds hit somewhere here.

Second line of a record: CAL PDZ FP-1, Rtt109 HAT inh, dFosB activator, SR-BI DiI inh, CAL PDZ FP-2, NSD2 inh, SR-BI uptake up, PvdQ inh, PfHsp90 yeast 2, MITF TRPM1 HTS
> COc1ccccc1/C=C(/C(=O)OCC(=O)Nc1ccccc1C)c1ccccc1
  4, 4, -17, -36, 0.6, -4, 36, 1, 1, 6
> Cc1ccc(N(Cc2cc3cc(C)ccc3[nH]c2=O)S(=O)(=O)c2ccccc2)cc1
  -3, 17, -13, 2, -1.8, -2, -2, 9, 4, -21
> Cc1cc2nc3n(c2cc1C)CC1CC(C(=O)NCc2cccc(Br)c2)N(C)C31 (stereo unspecified)
  2, -5, -3, 11, -1.0, /, -11, -10, -14, -16
> CCN(CC)c1ccc(/C=N/NC(=O)c2ccc3nc[nH]c3c2)cc1
  -2, 19, -12, 9, -0.7, -2, -9, 1, 11, /
> Cc1ccc(S(=O)(=O)N(C)CC(=O)Nc2ccc(C)cn2)cc1
  1, 2, 2, -42, -2.0, -1, 42, -14, /, 1
> COC(=O)CSc1nnc(-c2sc3cc(OC)ccc3c2Cl)n1C
  /, 7, 2, -14, -3.3, 1, 14, 7, -13, 5
> Cc1nnc(SCC(=O)NC2CCCC2)n1CCc1ccccc1
  -1, -7, 3, -14, -3.7, 1, 14, -16, -3, 1
> CC(C)C[C@H](NC(=O)OC(C)(C)C)C(=O)NCC1CCC(C(=O)N[C@@H](Cc2ccccc2)C(=O)O)CC1 (stereo partly specified)
  -2, 0, -7, -10, -0.2, -2, 10, -5, 15, -8
> Cn1c(CN2CCOCC2)nc2cc(NC(=O)c3ccc(Cl)cc3)ccc21
  -15, -10, -9, 18, -2.4, -1, -18, -7, -20, 6
> Cc1ccn2c(C(=O)NN=C3CCCCCCC3)c(C)nc2c1
  -3, -4, -3, -25, 0.3, 1, 25, -5, 0, -9
> CC(c1ccccc1)n1cc(C(=O)NCC2CCCO2)nn1 (stereo unspecified)
  -1, /, -2, -9, -4.8, 7, 9, -14, -5, -4
> COc1ccc(C(=O)Nc2nccs2)cc1OC
  -1, 10, -6, 38, -0.7, 8, -38, -1, 3, 24
> CC(C)(C)NCCOCCOc1ccccc1-c1ccccc1
  -2, 3, -1, -2, 0.1, 9, 2, -13, 9, 9
> O=C(NCC1CCCCC1)C12CN(Cc3ccccc3)CC1C(c1cccc([N+](=O)[O-])c1)=NO2 (stereo unspecified)
  9, 4, -2, -2, -1.4, /, 2, -23, -26, -6
> CN(CCOc1ccccc1)C(=O)c1ccc2c(c1)OCO2
  62*, -2, -4, 3, -0.1, 2, -3, -14, -9, 68
> COc1ccc(CCNC(=O)CN(C)S(=O)(=O)c2cccs2)cc1
  -5, 7, -2, 0, -0.4, 1, 0, -3, -8, 5
> CCc1cccc(C)c1NC(=O)CSc1nnc(CCCOc2ccc(Cl)cc2Cl)n1C
  -3, -4, -23, 75*, -0.8, -2, -75, -2, 2, -9
> CC1Cc2cc(/C(O)=C3/C(=O)C(=O)N(CCN4CCOCC4)C3c3cccc(O)c3)ccc2O1 (stereo unspecified)
  0, 2, -10, /, -2.2, -1, /, -7, 11, /
> COc1ccc(-n2nc(C(=O)N3CCCCC3)c3ccccc3c2=O)cc1
  -6, 4, -5, -2, -0.8, /, 2, -2, 11, -7
> CCCCc1c(O)nc(SCC(=O)c2ccccc2)n(-c2ccccc2C)c1=O
  -5, 18, -3, 6, -2.5, 1, -6, 12, -21, /
> CSC1=NCCN1S(=O)(=O)c1ccc(F)cc1
  -1, -2, 3, -12, -0.9, -1, 12, -5, -17, -4
> CCn1nc2cc(C(=O)NCCc3cccs3)ccc2c1OC
  -2, -11, -1, 13, 0.6, /, -13, -14, 0, 62
> O=C(NCc1ccccc1)C(c1ccc(F)cc1)N(Cc1cccs1)C(=O)c1cnccn1 (stereo unspecified)
  0, 0, -3, 20, -1.2, -2, -20, 3, 2, 10
> O=C(NN1CCOCC1)c1cc(Cl)ccc1Cl
  -3, -5, 9, -3, -0.5, -3, 3, -10, -8, -5
> Cc1ccnc2ccc(SC(F)(F)F)cc12
  -2, /, 0, -21, -2.4, -3, 21, -20, -13, 0
> COCCCNC(=S)N1CCCN(c2nc3c(C)c(C)ccc3cc2C#N)CC1
  -2, 4, -3, 13, 0.3, -2, -13, 0, -20, 2
> Cc1ccc(S(=O)(=O)N2CCN(C(=O)c3ccc(OCc4c(C)noc4C)cc3)CC2)cc1
  -5, 9, -4, 1, -3.5, 12, -1, -4, 5, 1
> CCOc1cccc(CNc2ccc(O)cc2)c1OCc1ccc(Cl)cc1Cl
  6, -3, -20, 80*, 1.3, 0, -80, -22, -4, -23
> C[C@@H]1CCC[C@@]2(O[C@@H](CCO)C[C@H](O)[C@H]2O)O1
  0, -5, -3, -15, -0.3, /, 15, -1, /, 0
> CCOc1cc(C(=O)NC(C)C2CCCO2)cc(OCC)c1OCC (stereo unspecified)
  -20, -3, -4, 7, 0.8, -5, -7, 6, 8, 3

Single records, as listed above. Screens in order: CAL PDZ FP-1 | Rtt109 HAT inh | dFosB activator | SR-BI DiI inh | CAL PDZ FP-2 | NSD2 inh | SR-BI uptake up | PvdQ inh | PfHsp90 yeast 2 | MITF TRPM1 HTS
`CCCCc1c(O)nc(SCC(=O)c2ccccc2)n(-c2ccccc2C)c1=O` across the screens: -5 | 18 | -3 | 6 | -2.5 | 1 | -6 | 12 | -21 | /
`Cc1ccnc2ccc(SC(F)(F)F)cc12` across the screens: -2 | / | 0 | -21 | -2.4 | -3 | 21 | -20 | -13 | 0

(further entries)
Second line of a record: CAL PDZ FP-1, Rtt109 HAT inh, dFosB activator, SR-BI DiI inh, CAL PDZ FP-2, NSD2 inh, SR-BI uptake up, PvdQ inh, PfHsp90 yeast 2, MITF TRPM1 HTS
> N/C(=N\OC(=O)c1ccc2ccccc2c1)c1ccccn1
  -4, /, -13, -6, -3.5, /, 6, 0, 20, -32
> COc1ccccc1C(=O)NCCC(=O)NCC(c1ccco1)N1CCCCC1 (stereo unspecified)
  3, -5, 1, -18, -2.1, -1, 18, 6, -15, -1
> COc1ccc(NC(=O)Cn2cnc3c(cnn3-c3ccc(C)c(C)c3)c2=O)c(OC)c1
  -4, -16, 2, 31, -0.5, 0, -31, -11, 3, 4
> COc1ccc(-c2ccc(C#N)c(SCC(=O)OCc3ccccc3)n2)cc1OC
  -5, -2, -4, 53, /, -1, -53, -12, 0, 1
> COc1cc(OC)cc(C(=O)NNC(=O)CCCOc2ccccc2)c1
  /, -3, -8, 10, 1.2, -3, -10, -10, -3, 2
> Cc1cc(C)n2nc(SCC(=O)N(CC(C)C)c3c(N)n(CC(C)C)c(=O)[nH]c3=O)nc2n1
  -3, -9, -3, -8, -1.8, -3, 8, -2, 2, 8
> COc1ccc(NC(=S)NC(=O)/C=C/c2ccco2)cc1
  -9, -8, -9, 19, -1.2, -2, -19, 0, -5, 27
> CCOC(=O)CNS(=O)(=O)CCN1C(=O)c2ccccc2C1=O
  0, -2, -2, -8, -1.8, /, 8, 2, -20, 12
> Cc1ccc2nc3c(c(C(=O)OC4CCOC4=O)c2c1)CCCC3 (stereo unspecified)
  -1, -5, -21, 7, -0.3, 2, -7, -8, -5, 1
> O=C(COc1ccc(F)cc1)Nc1nc2c(s1)CCCC2
  -2, -2, -5, -7, -1.1, 3, 7, 0, -33, 58
> COC(=O)c1sccc1NC(=O)Nc1cccc(C)c1
  -11, -4, -15, 23, -5.0, 9, -23, -10, /, 19
> FC(F)(F)c1nc2ccccc2nc1N/N=C/c1c(Cl)cccc1Cl
  3, -5, 5, 24, -1.2, 1, -24, -3, /, -5
> N/C(=N\OC(=O)c1ccc2c(c1)OCO2)c1ccncc1
  48*, -5, -4, -6, -1.0, -4, 6, -8, 5, 55
> CS(=O)(=O)c1ccc(C(=O)NNC(=O)c2cccs2)cc1
  -6, -5, 2, -16, 0.0, 4, 16, -13, -17, 6
> Cc1cc(/C=C(\C#N)C(=O)NCc2ccco2)c(C)n1C1CCCC1
  -2, 10, -8, 20, 0.1, 2, -20, -4, -9, 58
> CCOCCCn1c(SCC(=O)Nc2cc(OC)ccc2OC)nc2ccccc2c1=O
  /, -4, -7, 23, -1.9, 3, -23, -10, -2, -4
> CCOC(=O)N1CCN(C(=O)CSc2nnc(-c3ccc(C(C)(C)C)cc3)o2)CC1
  -2, -5, 0, -17, -0.5, /, 17, -20, 7, 34
> O=C(OC1Cn2c(=O)ccc(=O)n2C1)c1ccccc1
  -3, 2, -5, 7, -0.6, -2, -7, -9, -5, 0
> O=C(Nc1ccc(Oc2cccnc2)cc1)C1CCN(Cc2cc(Cl)ccc2O)CC1
  -4, 59*, -9, -8, -0.7, -2, 8, 12, 8, -26
> Cc1cc(S(=O)(=O)Nc2ccc(C(=O)NCC3(N4CCCCC4)CCCCC3)cc2)ccc1F
  1, 14, -3, -3, -1.9, 1, 3, 1, /, 11
> NS(=O)(=O)c1ccc(N/N=C/c2ccccc2C(=O)O)c([N+](=O)[O-])c1
  -3, 20, -1, -4, 0.3, 1, 4, 2, /, -9
> O=C(NCc1cccs1)c1ccc([N+](=O)[O-])cc1
  -2, -17, 0, -21, -0.3, 10, 21, 1, 6, -8
> CC(=O)c1nc(-c2ccccc2)sc1C
  /, -1, -16, -27, -0.2, 0, 27, -14, -7, 8
> COc1ccc(NC(=S)N2CCN(CCN3C(=O)c4cccc5cccc(c45)C3=O)CC2)cc1
  -7, 7, -12, ?, -2.2, 0, -63, -2, 7, -10
> O=C(CSc1nc2[nH]c(=O)cc(O)c2s1)Nc1ccc(Br)cc1
  0, 0, -14, -2, -3.2, 2, 2, -19, -14, 12
